Screening results: PubChem BioAssay, several laboratories
KOR beta-arrestin-1: KOR antagonists, beta-arrestin recruitment, cell-based, luminescence, uHTS (AID 1778) | KOR beta-arrestin recruitment, luminescence, antagonist mode; higher % means a stronger effect | one-dose inhibition, % at 10 µM; IC50 in µM for titrated hits | Kappa-type opioid receptor (Homo sapiens) | hit rate 0.091% among 290,000; further: strong numbers were not always called active
KOR beta-arrestin-2: KOR agonists, beta-arrestin recruitment, primary screen, cell-based, luminescence, uHTS (AID 1777). Kappa-type opioid receptor (Homo sapiens). KOR beta-arrestin recruitment, luminescence; higher % means a stronger effect. one-dose activation, % at 10 µM; EC50 in µM for titrated hits. hit rate 0.02% among 280,000; in the data active means activation above about 50%, passing the limit was not always enough; further: a part of the inactive calls stands beside numbers as strong as those of hits
HIV peptide binding: inhibitors of HIV fusion peptide binding, primary screen, biochemical, uHTS, fluorescence dequenching (AID 1986). cell-free peptide binding, fluorescence dequenching, 30 min; higher % means a stronger effect. inhibition, % at 20 µM; hits with a dose series show IC50 in µM. hit rate 0.3% among 290,000; in the data active means inhibition mostly above about 52%, no sharp cut-off; inactive means mostly below about 76%; further: some results filed as inactive read as strong as hits
HEK293 NOD2/NF-kB: NOD2 signaling inhibitors, cell-based, luminescence, uHTS, HEK293 (AID 1566). HEK293 NOD2/NF-kB luciferase reporter, luminescence; higher % means a stronger effect. one-dose inhibition, % at 4 µM; EC50 in µM for titrated hits. hit rate 0.63% among 290,000; further: many of its hits are not listed in these tables
Salmonella PhoP GFP: inhibitors of PhoP regulon expression, primary screen, Salmonella Typhimurium, GFP reporter (AID 1863) | inhibition, % at 50 µM, or IC50 in µM where a hit was titrated | hit rate 0.16% among 300,000 | S. Typhimurium PhoP-regulated promoter GFP reporter, 4 h; higher % means a stronger effect;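 active means inhibition over 29.93%, a cutoff 3 SD above the screen mean, later confirmed by dose response; inconclusive means inhibition over 29.93% but no dose response follow-up; inactive means inhibition at most 29.93% or unconfirmed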;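 further: 0% = low Mg2+ inducing control and 100% = high Mg2+ repressing control; strong numbers were not always called active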
LYP inhibition: inhibitors of LYP phosphatase, biochemical, fluorescence intensity, uHTS (AID 1779); recombinant LYP phosphatase, fluorescence intensity; higher % means a stronger effect; hit rate 0.054% among 290,000; one-dose inhibition, % at 11.5 µM; IC50 in µM for titrated hits; Tyrosine-protein phosphatase non-receptor type 22 (Homo sapiens);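 further: plate controls were vehicle with enzyme for no effect and no enzyme for full effect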
Myeloid diff MLP: induction of myeloid progenitor differentiation, primary screen, cell-based, flow cytometry, MLPCN library | ER-HoxA9 myeloid progenitors, lysozyme-GFP differentiation | AID 624256, 2012 | hit rate 1% among 360,000 | calls only at 10 µM;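 active means normalized GFP-positive differentiation at or above the plate's own cutoff, the solvent-only control mean plus 3 SD; inconclusive means no clear call, values can overlap the other calls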;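 further: cells exposed to compound for four days before flow analysis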
NOD1 inhibition: NOD1 signaling inhibitors, primary screen, cell-based, luminescence, uHTS (AID 1578); NOD1-driven NF-kB luciferase reporter cells, luminescence; higher % means a stronger effect; inhibition, % at 4 µM, or EC50 in µM where a hit was titrated; hit rate 1% among 290,000; in the data active means inhibition mostly above about 36%, no sharp cut-off; inactive means mostly below about 34%;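 further: HEK-293T reporter cells stimulated with the NOD1 agonist gamma-tri-DAP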
Siah-1 displacement: Siah-1 peptide-binding antagonists, primary screen, biochemical, fluorescence polarization, rhodamine-plectin, uHTS (AID 1817). displacement, % at 20 µM; hits with a dose series show IC50 in µM. hit rate 0.02% among 290,000. Siah-1 / rhodamine-plectin peptide fluorescence polarization; higher % means a stronger effect. E3 ubiquitin-protein ligase SIAH1 (Homo sapiens);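 active means displacement of at least 50% at 20 µM, with a fluorescence ratio check between 0.3 and a set limit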;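 further: plate controls were Siah plus tracer with DMSO for no effect and tracer alone without Siah for full effect; strong numbers were not always called active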
Myeloid diff MLP GFP+ MAC1+ %: second read-out of Myeloid diff MLP, no call of its own (marks repeat the call); GFP+ MAC1+ double positive, %; measured here: differentiation confirmed by MAC1 staining
Starred values were filed as active, the others as inactive; i = inactive; ? = inconclusive; / = not tested or not shown; + = active, no number; [ ] = another dose, or the depositor's remark. Unless noted, no stated cut-off is given here; in the data, active means inhibition above about 50%; inactive means the rest.

SMILES	KOR beta-arrestin-1	KOR beta-arrestin-2	HIV peptide binding	HEK293 NOD2/NF-kB	Salmonella PhoP GFP	LYP inhibition	Myeloid diff MLP	Myeloid diff MLP GFP+ MAC1+ %	NOD1 inhibition	Siah-1 displacement
CC(C)(C)c1ccc(CN2C(=O)c3ccccc3S2(=O)=O)cc1	-4%	4.3%	-2.4%	-20%	-3%	-4%	i	0.5	-22%	-5%
CCC(C)(C)n1nnnc1C(c1ccc2ncccc2c1)N1CCN(c2nc3ccccc3s2)CC1 (stereo not given)	21%	-2.6%	-0.9%	-3%	-12%	8%	i	2.9	-14%	-7%
CC(C)(C)OC(=O)NCC(=O)N1CCC(C(=O)O)CC1	-6%	0.2%	-0.8%	-1%	-8%	-7%	i	0.8	-9%	6%
Cc1c(C)n(C)c2ccc(C(=O)NCCCN(C)C3CCCCC3)cc12	-29%	2.7%	-2.2%	10%	-10%	-13%	i	0.7	6%	-7%
Cc1ccc(/C=C/C(=O)OCc2nc(N)nc(Nc3ccccc3C)n2)o1	-6%	-2.9%	-0.2%	18%	-6%	2%	i	0.8	-21%	9%
COC(=O)CNC(=O)C(C)NC(=O)OCc1ccccc1 (stereo not given)	14%	3.7%	92%	2%	0%	-6%	i	0.6	-4%	-5%
CCOC(=O)C1=C(c2ccccc2)N(C)C(=O)NC1c1ccc(O)c(OC)c1 (stereo not given)	5%	-3.1%	0.6%	12%	-11%	-5%	i	2.6	-10%	-1%
O=C1C2C(c3ccccc3)C=CC(c3ccccc3)C2C(=O)N1c1ccncc1 (stereo not given)	-20%	2.3%	-0.7%	1%	6%	-1%	i	0.6	9%	1%
O=C(Nc1ccc(-n2cccn2)cc1)C1CCN(Cc2ccccn2)CC1	7%	-0.6%	0.1%	4%	1%	-10%	i	0.4	-21%	4%
O=C(O)c1ccc(COc2ccccc2C=C2C(=O)c3ccccc3C2=O)cc1	-34%	1.3%	14%	8%	2%	-1%	+	1.0*	-12%	-3%
CCN1C=C(Cc2cccs2)C2=C(C1)C(c1cccs1)C(C#N)=C(N)O2 (stereo not given)	-5%	-0.3%	0.3%	10%	0%	0%	i	1.0	30%	-1%
Cc1ccc(C(C)C)c(OCCCNCc2cccnc2)c1	-27%	-2.3%	-0.6%	-14%	-1%	2%	i	0.1	-26%	2%
COc1ccc(S(=O)(=O)N2CCCN(S(=O)(=O)c3ccc(OC)c(C)c3)CC2)cc1C	-33%	3.0%	0.5%	8%	6%	-2%	i	9.9	-16%	-3%
Cc1ccc(NC(=O)CCc2ccc(C)o2)c(Br)c1	-54%[20 µM]	-0.8%	-0.4%	-16%	1%	-7%	i	0.9	-38%	-3%
Cn1cccc1Cc1nnc(SCC(=O)NCC2CCCO2)n1CCc1ccccc1 (stereo not given)	-10%	-2.8%	-0.7%	15%	-9%	-5%	i	6.8	-25%	14%

3 entries already listed, sorted by the value under HEK293 NOD2/NF-kB, ascending.
| canonical_smiles | HEK293 NOD2/NF-kB |
| --- | --- |
| CC(C)(C)c1ccc(CN2C(=O)c3ccccc3S2(=O)=O)cc1 | -20% |
| O=C1C2C(c3ccccc3)C=CC(c3ccccc3)C2C(=O)N1c1ccncc1 (stereo not given) | 1% |
| Cc1ccc(/C=C/C(=O)OCc2nc(N)nc(Nc3ccccc3C)n2)o1 | 18% |

The list goes on.
SMILES	KOR beta-arrestin-1	KOR beta-arrestin-2	HIV peptide binding	HEK293 NOD2/NF-kB	Salmonella PhoP GFP	LYP inhibition	Myeloid diff MLP	Myeloid diff MLP GFP+ MAC1+ %	NOD1 inhibition	Siah-1 displacement
CC(C(=O)c1ccc(Br)cc1)[n+]1cccc2ccccc21 (stereo not given)	-28%[20 µM]	-4.0%	15%	19%	-6%	-8%	+	6.1*	0%	4%
COC(=O)C1CCN(C(=O)/C=C/c2ccc3c(c2)OCO3)CC1	-21%[20 µM]	1.4%	0.3%	-15%	3%	-4%	i	0.2	-61%	2%
O=[N+]([O-])c1ccc2c(c1)C(N1CCOCC1)/C(=C/COc1ccc(F)cc1)O2 (stereo not given)	-9%	-3.0%	-2.3%	-1%	-11%	3%	i	1.1	-14%	3%
CCN(CC)c1nc2c(s1)C(=O)NCCC2	-3%	0.0%	-3.5%	2%	3%	-10%	i	2.0	-23%	-1%
CCCN(CCC)C(=O)C1c2ccccc2Oc2ccccc21	18%	-3.4%	0.6%	-5%	-12%	1%	i	1.7	-13%	-2%
Cc1ccc(C(=O)Nc2cccnc2Oc2ccc(Cl)cc2)cc1	4%	5.5%	1.5%	-18%	-10%	-4%	i	0.4	-5%	-2%
COc1ccc(S(=O)(=O)NCCSC(C)(C)C)cc1	-5%	1.7%	2.0%	12%	-7%	-6%	i	0.5	-1%	-3%
COC(=O)c1sc(N2C(=O)c3oc4ccccc4c(=O)c3C2c2cccc(O)c2)nc1C (stereo not given)	-15%	-0.8%	0.3%	8%	-7%	2%	i	0.5	-17%	0%
CCOC(=O)N1CCC(NC(=O)c2cccc3c2C(=O)N(CCOC)C3)CC1	10%	-2.0%	1.9%	2%	6%	-11%	i	1.4	3%	6%
Cc1ccc2nc(-c3ccc4c(c3)NC(=O)CO4)cn2c1	19%	7.9%	-0.2%	-102%	-9%	-4%	i	0.4	-10%	5%
COCC(=O)N1CCC(Oc2ccc(C(=O)NC3Cc4ccccc4C3)cc2)CC1	-14%	3.7%	0.3%	10%	-6%	-4%	i	0.1	-30%	2%
CC(=O)Nc1ccccc1NC(=O)C(F)(F)F	12%	1.0%	1.2%	6%	-5%	-11%	i	0.7	-3%	-2%
CCN1C(=O)/C(=C/c2cn(C)nc2C)SC1=S	3%	6.5%	2.8%	-3%	-1%	-4%	i	5.7	-13%	6%
CCc1cc(-c2[nH]ncc2-c2nc3ccccc3n2C)c(O)cc1O	27%	-0.7%	-4.5%	5%	-12%	-3%	i	0.9	-2%	-3%
CCOc1ccccc1N1CCN(CC(=O)c2c(N)n(C)c(=O)n(C)c2=O)CC1	-54%	7.6%	-1.8%	11%	4%	-4%	i	0.4	31%	-1%
Cn1c(CN2CCC(C(N)=O)CC2)c(C#N)c2ccccc21	2%	-4.6%	0.0%	-4%	4%	-3%	i	0.3	-34%	-6%
O=C(Cn1ncc2c([nH]c3ccccc32)c1=O)NCCCN1CCN(c2ccccc2)CC1	-53%	-2.0%	0.5%	13%	-6%	-9%	i	7.4	-13%	-4%
COc1ccc(S(=O)(=O)Cc2ccc(C(=O)NCCCN(C)c3ccccc3)o2)cc1	22%	-1.1%	-0.7%	-10%	1%	-7%	i	3.8	-23%	2%
CCN(CCCNC(=O)Cn1ncc2c([nH]c3ccc(C)cc32)c1=O)Cc1ccccc1	-19%	-3.5%	2.2%	0%	-3%	-12%	?	/	-18%	0%
COc1cc(CCC(=O)NCc2ccc(Cl)cc2)cc(OC)c1OC	31%	-2.2%	0.5%	-10%	-6%	-3%	i	0.2	-10%	-1%
Cc1c(OC(C)C(=O)N[C@@H](Cc2ccccc2)C(=O)O)ccc2c3c(c(=O)oc12)CCCC3 (stereo not given in full)	-12%[20 µM]	-5.4%	6.1%	9%	-2%	-2%	i	3.8	-6%	1%
Cc1cc(Cl)ccc1OC(C)C(=O)N1CCCN(C(=O)C(C)Oc2ccc(Cl)cc2C)CC1 (stereo not given)	12%	4.8%	-0.6%	10%	0%	4%	i	0.7	-3%	5%
Cc1cc2ccccc2n1CCNC(=O)C(C)(C)C	44%	1.5%	1.2%	2%	8%	-4%	i	3.4	-17%	18%
Cc1ccc(NC(=O)Nc2cccnc2)cc1NC(=O)Nc1cccnc1	-20%	3.1%	0.4%	18%	-9%	6%	i	0.4	-3%	2%
COc1ccc(C(CNC(=O)COc2ccc(F)cc2Br)N2CCCC2)cc1 (stereo not given)	16%	-6.9%	-2.0%	2%	-2%	-9%	i	0.1	-5%	-8%
Cc1cc(NC(=O)Nc2ccc(F)cc2)no1	-8%	0.1%	0.1%	0%	6%	-7%	i	0.7	18%	0%
COc1ccc(C(=O)Nc2cccc(C(=O)O)c2)cc1S(=O)(=O)N1CCCC1	1%	-2.1%	2.2%	-3%	0%	-5%	i	2.8	-21%	16%
Cc1cc(C)c2ccc(NN)nc2c1O	-42%	4.4%	-0.3%	8%	0%	-3%	i	0.6	41%	-4%
O=C(Nc1ccc(F)cc1)C1CCCN1S(=O)(=O)c1ccc(Br)cc1 (stereo not given)	-25%	5.4%	2.3%	13%	-6%	-7%	?	/	-10%	11%
CCOc1ccc(S(=O)(=O)NCCCN2CCOCC2)cc1	22%	0.6%	0.1%	3%	3%	0%	i	1.7	-20%	-6%
Oc1ccc(/C=N/n2c(-c3ccccc3)n[nH]c2=S)cc1Br	-1%	-0.6%	16%	-5%	6%	-1%	i	0.3	37%	14%
CCOC(=O)c1cc(OC(=O)c2cccnc2)n(-c2ccccc2)n1	17%	-0.9%	0.7%	12%	1%	-5%	/	/	4%	-4%
C=CCNS(=O)(=O)CC12CCC(CC1=O)C2(C)C (stereo not given)	-8%	-8.3%	14%	5%	-9%	-4%	i	1.3	-4%	-3%
CCOC(=O)N1CCN(C(=O)c2ccc(CNS(=O)(=O)c3ccc(NC(C)=O)cc3)cc2)CC1	-28%	-0.6%	0.5%	3%	6%	-10%	i	0.0	-31%	11%
N#C/C(=C(/O)CSc1ccccn1)c1nc2ccccc2s1	26%	-3.8%	11%	1%	6%	-3%	i	0.6	-15%	-7%
COCCOC(=O)c1c(C)oc2ccc(NS(=O)(=O)c3ccc(C)cc3)cc12	1%	2.9%	3.3%	9%	2%	-6%	i	0.1	-2%	-3%
COc1ccc(C(=O)NCCCOC(=O)c2ccc(OC)cc2)cc1	-13%	0.8%	-1.3%	-2%	4%	-9%	i	0.4	-18%	9%
COc1ccc(N(CC(=O)NCCSCc2cccc(Cl)c2)S(C)(=O)=O)cc1Cl	-21%[20 µM]	1.3%	-0.1%	13%	-2%	-5%	i	0.5	27%	2%
Nc1nc(SCC(=O)Nc2ccc([N+](=O)[O-])cc2)n[nH]1	-6%[20 µM]	-4.7%	1.5%	0%	10%	0%	i	0.2	-26%	-1%
CCCOC(=O)c1ccc(NC(=O)COC)cc1	-5%	87%	-1.0%	0%	12%	-10%	i	0.7	-24%	-1%
Cc1cccc(C(=O)N/N=C/c2ccccn2)c1	0%	5.7%	-0.8%	5%	-14%	-2%	i	0.6	-25%	3%
COc1ccc(-c2cc(N3CCCC3)n3ncnc3n2)cc1	15%	-1.0%	2.7%	4%	41%	5%	i	1.3	-30%	4%
CCCCc1c(O)nc(SCCC(=O)O)[nH]c1=O	-2%	-1.7%	0.2%	5%	0%	-10%	/	/	-12%	5%

A portion of the library (hit frequency here may not be typical).
